NR2E3 ag-1: NR2E3 agonists in two-hybrid cells, primary screen, cell-based, luminescence, CHO-S, Gal4-NCOR/VP16-NR2E3; Photoreceptor-specific nuclear receptor (Homo sapiens), Q9Y5X4; luciferase; inhibition of corepressor binding, % at 3.98 µM; 360,000 tested, 0.35% active; AID 602229, 2012;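 active = inhibition above the mean of all tested compounds plus 3 SD, cut at about 70% in these data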;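 also: 0% = DMSO with NR2E3 transfected cells and 100% = cells lacking NR2E3 construct; higher means lower luciferase signal from less NR2E3 corepressor binding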
Target sequence (Q9Y5X4 whole entry, looked up, the tested form may be a part): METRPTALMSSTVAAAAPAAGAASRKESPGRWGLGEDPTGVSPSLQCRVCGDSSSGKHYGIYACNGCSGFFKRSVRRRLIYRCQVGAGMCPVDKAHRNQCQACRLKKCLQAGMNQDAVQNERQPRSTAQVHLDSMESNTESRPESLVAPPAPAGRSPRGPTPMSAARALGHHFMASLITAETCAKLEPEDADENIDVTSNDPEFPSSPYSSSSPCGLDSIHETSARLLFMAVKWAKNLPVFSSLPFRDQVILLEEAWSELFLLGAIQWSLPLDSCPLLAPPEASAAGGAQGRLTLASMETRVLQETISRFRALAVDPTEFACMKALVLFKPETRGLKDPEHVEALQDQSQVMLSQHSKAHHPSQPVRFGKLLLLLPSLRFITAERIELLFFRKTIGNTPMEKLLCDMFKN
aDG glyco up: activators of alpha-DG glycosylation, primary screen, uHTS, Pro5-aDG cells, AlphaScreen | activation, % at 10 µM | 360,000 tested, 0.22% active | AID 624168, 2012 | alpha-DG glycosylation AlphaScreen (IIH6); 0% Pro5, 100% B10-LARGE cell signal;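 active = activation of at least 8% versus controls, or a plate z-score of at least 8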;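 also: Pro5 are CHO cells carrying HIG-tagged alpha-DG that lacks glycosylation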
HIF-2a block: HIF-2a reporter inhibitors, primary screen, luminescence, 786-0 RCC cells; 786-0 RCC cells HIF-2a reporter, luciferase luminescence, overnight; inhibition, % at 18.8 µM; AID 624352, 2012; 360,000 tested, 0.72% active;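 active = inhibition of the luminescence signal of 40% or more relative to plate controls, in a single-dose primary screen at 18.75 µM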
CaV13 ICDI inh: Disruptors of the CACNA1D IQ motif to Ca2+-dependent inactivation inhibitor domain association, primary screening, Förster resonance energy transfer in intact living …; HEK cells, CFP/YFP FRET ICDI-IQ, plate reader, 10 min; percent FRET-ratio fall versus neutral wells; inhibition, % at 12.3 µM; 340,000 tested, 0.098% active; AID 743397;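 active = mean replicate inhibition of at least 30% and at least 1% of replicates passing that level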;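 also: 0% = median of the neutral control wells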
Exocytosis inh: LAMP-1 surface exposure blockers, TALL-104 cells – cell-based, flow cytometry, MLPCN library, primary screen; inhibition, % at 10 µM; 360,000 tested, 0.66% active; TALL-104 LAMP-1 surface exposure; cells stimulated with thapsigargin and PMA;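 active = inhibition above about 55%, limit read from the data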
Vif inh: HIV Vif self-association inhibitors, primary screen, imaging, HEK293T, single point; HEK293T cells, Vif self-association by quenched fluorescence, 24 h; AID 602346, 2012; inhibition, % at 7.49 µM; 340,000 tested, 0.35% active; in the data active = inhibition above about 50%, passing the limit was not always enough; also: some results filed as inactive read as strong as hits
Peg3 prom inh: Peg3 promoter-driven luciferase inhibitors, primary screen, cell-based, HeLa, luciferase luminescence | HeLa PEG-Prom luciferase reporter, overnight | inhibition, % at 20 µM | 360,000 tested, 1.7% active | AID 588405, 2011;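 active = inhibition of at least 50% at 20 µM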
NR2E3 ag-2: inhibitors of NR2E3-RetCOR corepressor binding, primary screen, NR2E3 agonist project, biochemical, TR-FRET, GST-NR2E3, biotin-RetCOR; AID 2300, 2010; 1536-well; 320,000 tested, 0.12% active; Photoreceptor-specific nuclear receptor (Homo sapiens), Q9Y5X4; inhibition of corepressor binding, % at 4.78 µM;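 active = percent inhibition above the cutoff of mean plus 3 SD of all tested compounds, set per screening campaign, cut at about 20% in these data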;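 also: 0% = DMSO wells and 100% = biotin wells as full block of FRET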
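Assay system: NR2E3–RetCOR corepressor complex. Quantity: 1.35 nM GST-NR2E3. Buffer or medium: pH 7.5 Tris-based buffer. Reagent: biotinylated RetCOR corepressor at 7 nM final. Schedule: 5 h at 4 °C. Detection: TR-FRET, emission read at 617 and 671 nm. Replicates: one well per compound, singlicate testing.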
PDI turbidity: inhibitors of human PDI, primary screen, biochemical, turbidity, single point, plate reader; PDI insulin aggregation turbidity, A650, 90 min; inhibition, % at 10 µM; 350,000 tested, 0.052% active;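 active = mean inhibition across replicates of 30% or more, whatever share of single replicates reach that level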;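 also: absorbance from insulin aggregation driven by PDI reduction with DTT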
Target sequence (P07237 whole entry, looked up): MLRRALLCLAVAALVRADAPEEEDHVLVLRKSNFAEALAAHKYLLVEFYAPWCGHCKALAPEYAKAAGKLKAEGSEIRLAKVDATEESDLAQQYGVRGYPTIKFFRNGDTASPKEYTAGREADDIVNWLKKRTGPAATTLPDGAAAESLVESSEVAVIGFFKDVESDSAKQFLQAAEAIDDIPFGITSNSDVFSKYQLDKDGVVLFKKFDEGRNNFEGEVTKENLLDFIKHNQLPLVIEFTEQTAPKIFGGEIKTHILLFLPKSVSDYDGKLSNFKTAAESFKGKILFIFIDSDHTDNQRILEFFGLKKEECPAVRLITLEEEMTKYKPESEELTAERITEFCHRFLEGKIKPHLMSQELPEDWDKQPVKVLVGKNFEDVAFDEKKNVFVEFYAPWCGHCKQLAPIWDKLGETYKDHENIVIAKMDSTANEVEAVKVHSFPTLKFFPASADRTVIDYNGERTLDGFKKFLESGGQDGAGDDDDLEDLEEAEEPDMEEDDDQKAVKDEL
MITF TRPM1 inh: inhibitors of MITF-dependent TRPM1 promoter reporter, primary screen, cell-based, SK-MEL-5, single point, luciferase; SK-MEL-5 TRPM1 promoter luciferase, 24 h; inhibition, % at 12.5 µM; 330,000 tested, 0.83% active; AID 488899, 2010;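 active = mean inhibition across replicates of 60% or more, whatever share of single replicates reaches that level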; also: values of inactives mirror those of a sister screen read the other way
iPSC survival up: enhancers of single-cell hiPSC survival, primary screen, ATPlite luminescence; survival enhancement, % at 20 µM; 100% = ROCK inhibitor wells, 0% = DMSO; AID 602274, 2012; 360,000 tested, 0.044% active; in the data active = survival enhancement above about 18%;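 also: cells exposed to compounds for 16 hours before the ATP read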
Active calls of the source: *; . = not tested or not shown.

SMILES	NR2E3 ag-1	aDG glyco up	HIF-2a block	CaV13 ICDI inh	Exocytosis inh	Vif inh	Peg3 prom inh	NR2E3 ag-2	PDI turbidity	MITF TRPM1 inh	iPSC survival up
COc1ccccc1NC(=O)c1ccc(CN2CCOCC2)cc1	-12	0.0	-14	.	-2	1	-3	-1	4	-4	3.9
CN(C)C(CNC(=O)c1cc2ccccc2o1)c1ccccc1 (stereo unspecified)	-17	0.0	-11	-4	-2	6	-6	.	11	1	0.2
COC(=O)c1ccc([C@@H](O)[C@H](C)C(=O)CC(=O)OC(C)(C)C)cc1	14	0.1	10	-4	-10	4	2	-1	-3	-7	0.7
CC(C)(C)NC(=O)CN(Cc1ccc2c(c1)OCO2)C(=O)CNS(=O)(=O)c1ccccc1	-3	0.0	13	-2	-8	6	8	-4	-8	-3	-0.6
CCCNC(=O)C1(C)CCCN(Cc2cc3ccccc3o2)C1 (stereo unspecified)	16	0.0	8	-7	-3	-7	5	.	-1	.	0.4
O=C(Nc1cc([N+](=O)[O-])ccc1F)C1CCN(S(=O)(=O)c2cccs2)CC1	4	0.7	15	-7	-5	21	10	.	4	2	4.3
O=C1CN(C(=O)COC(=O)CNC(=O)c2ccccc2)c2ccccc2N1	-16	-0.3	13	-5	-2	1	0	0	15	6	-0.1
CC(=O)Nc1ccc(C2(c3ccc(NC(C)=O)cc3)C(=O)Nc3ccccc32)cc1	-8	-0.1	12	-4	-5	2	-297	2	-3	9	-1.3
CC1(Cc2ccc(OC(F)(F)F)cc2)C(=O)Nc2ccc(OC(F)(F)F)cc21 (stereo unspecified)	4	0.0	7	-6	-1	-5	3	.	-2	.	11
COc1cccc(CCc2nnc(CCC(=O)NC(C)Cc3cccs3)o2)c1 (stereo unspecified)	-1	0.0	13	9	2	-2	14	3	4	1	0.6

Four entries from above, ordered by the number in Exocytosis inh, ascending.
molecule,Exocytosis inh
CC(C)(C)NC(=O)CN(Cc1ccc2c(c1)OCO2)C(=O)CNS(=O)(=O)c1ccccc1,-8
CCCNC(=O)C1(C)CCCN(Cc2cc3ccccc3o2)C1 (stereo unspecified),-3
CC1(Cc2ccc(OC(F)(F)F)cc2)C(=O)Nc2ccc(OC(F)(F)F)cc21 (stereo unspecified),-1
COc1cccc(CCc2nnc(CCC(=O)NC(C)Cc3cccs3)o2)c1 (stereo unspecified),2

(continued)
SMILES	NR2E3 ag-1	aDG glyco up	HIF-2a block	CaV13 ICDI inh	Exocytosis inh	Vif inh	Peg3 prom inh	NR2E3 ag-2	PDI turbidity	MITF TRPM1 inh	iPSC survival up
COCCCNC(=O)CCc1c(C)c2cc3c(C)coc3cc2oc1=O	19	0.2	-4	-19	-12	-3	7	1	3	-3	-0.1
O=C(Nc1ccc(Cl)cc1)NN1CCCCCC1	-61	0.1	-105	-6	-3	9	-96	.	0	-20	-0.5
CCOC(=O)c1ccc(NC(=O)Nc2ccc3c(c2)OCCO3)cc1	5	0.1	-74	-4	3	-6	-92	-1	-4	-11	-1.5
c1ccc(-c2nnc(-c3ccncc3)nc2-c2ccccc2)cc1	-13	0.4	19	-2	0	3	0	1	-6	7	0.8
NS(=O)(=O)c1ccc(Nc2nc3ccccc3nc2NS(=O)(=O)c2cccc([N+](=O)[O-])c2)cc1	17	-0.2	6	-4	0	0	-1	-3	6	3	0.8
O=C(NCCN1CCN(c2ccccc2)CC1)C1CCN(S(=O)(=O)c2cccc3nsnc23)CC1	-15	-0.3	12	-7	5	-12	15	0	0	3	0.6
CN(C)C(=O)Cn1c(=O)n(S(=O)(=O)c2ccccc2)c2ccccc21	-3	0.0	12	-3	-6	-3	3	4	4	0	-0.5
O=C(Nc1cccnc1)OC1CCCC1	-12	0.2	-39	0	0	0	-17	1	-1	-3	-0.6
O=S(=O)(c1ccc(F)cc1)N1CCN(Cc2ccccc2C(F)(F)F)CC1	-8	0.2	17	-6	1	1	4	-2	0	-7	-1.5
CCCC(=O)c1c[nH]c(C(=O)N2CCOCC2)c1	-26	-0.2	12	-4	0	-1	12	1	-9	3	1.6
CN(C)C(CNS(=O)(=O)c1ccc(F)cc1)c1cccnc1 (stereo unspecified)	-3	-0.2	7	-4	-1	-5	-7	-1	.	-4	-0.1
C=CCNC(=O)c1onc(CSc2ccc(F)cc2)c1C(=O)NCC=C	15	0.1	-3	-5	-4	-4	6	2	9	12	5.1
CC(NCc1ccccc1)C1COc2ccccc2O1 (stereo unspecified)	-22	0.6	-1	-2	2	1	-8	0	-1	1	-0.4
O=C(Nc1cccc(F)c1)c1c(O)c2ccccc2[nH]c1=O	-43	0.1	-221	-2	-5	12	-205	0	8	-47	0.1
Cc1cccc(-n2c(C)cc(/C=C3\NC(=O)NC3=O)c2C)c1	-23	-0.1	-13	-4	0	-6	-37	-6	-4	-13	-0.3
O=C1c2ccccc2C(c2nnnn2Cc2ccccc2)N1CCc1c[nH]c2ccccc12 (stereo unspecified)	-48	-0.4	-205	-7	0	.	.	.	.	.	0.7
CC(C)CC(C(=O)Nc1oc(-c2ccccc2)c(-c2ccccc2)c1C#N)N1C(=O)c2ccccc2C1=O (stereo unspecified)	-16	0.2	10	-4	-1	1	9	2	-8	-1	3.3
Cn1nnc2c(NCc3ccco3)nccc21	-13	-0.2	-20	-9	-2	.	-3	2	0	-6	4.0
Cn1c(=O)oc2cc(S(=O)(=O)N3CCCC(C(=O)NC4CCCc5ccccc54)C3)ccc21 (stereo unspecified)	-6	0.3	-18	-6	-3	9	49	0	5	0	1.0
O=C(O)c1ccc(CNC(=O)C2CCN(S(=O)(=O)c3ccc4c(c3)OCCO4)CC2)cc1	19	0.2	9	-12	-2	7	0	.	11	.	2.5
CC1Cc2ccccc2N1C(=O)COC(=O)c1ccc(Br)o1 (stereo unspecified)	-8	-0.4	17	-3	4	-4	20	0	-1	11	0.6
CCn1cc(C(=O)N2CC(C)CC(C)C2)c(=O)c2cc(S(=O)(=O)N3CCOCC3)ccc21 (stereo unspecified)	18	-0.1	14	-6	0	35	0	1	-3	9	-3.2
CN(C)S(=O)(=O)c1cccc(-c2nnc(SCc3ccc4c(c3)OCCO4)o2)c1	-1	-0.1	-47	-6	0	.	-4	2	-6	-6	9.8
CCc1ccc(NC(=O)CSc2nc3ccccc3c(=O)n2CCCC(=O)NCCCN2CCOCC2)cc1	-9	0.1	-10	-4	63*	-8	6	0	0	-9	-0.6
Nc1ncnc2c1ncn2[C@@H]1O[C@H](C(=O)NS(=O)(=O)c2ccccc2[N+](=O)[O-])[C@@H](O)[C@H]1O	-17	-0.3	13	-6	-1	16	10	.	.	.	-1.3
Cc1cc(=O)oc2c(C(=O)/C=C\c3cccs3)c(O)ccc12	-27	0.0	-23	-5	-2	1	-12	7	5	-9	-0.5
CCN(CCO)C1CC(=O)N(c2ccccc2C)C1=O (stereo unspecified)	-19	0.5	25	.	13	2	-2	-5	1	-3	-1.6
CC(C)C(NC(=O)CN(c1ccc2c(c1)OCCO2)S(=O)(=O)c1ccccc1)C(C)C	-6	0.1	10	-4	40	0	7	1	4	11	-0.3
CCCCn1nnnc1SCC(=O)c1ccccc1F	-35	-0.2	-82	5	-1	-1	-74	-4	-6	-18	-1.7
O=C(O)c1cccc(NC(=O)c2ccc(COc3ccc(Cl)cc3)cc2)c1	-53	0.1	-142	-2	-1	0	-173	1	-6	-29	-0.8
CCCN(C(=O)c1cnccn1)c1c(N)n(Cc2ccccc2)c(=O)[nH]c1=O	-39	-0.3	12	-3	-7	19	8	0	-6	0	0.0
O=C(CSc1ccccc1)N1CCCC(N2CCN(c3ccccc3)CC2)C1 (stereo unspecified)	-5	-0.1	14	-3	-3	1	-1	0	1	2	0.3
COc1cccc(-c2cc(C(=O)N/N=C/c3cccc(OC)c3OC)c3ccccc3n2)c1	-41	0.2	-42	-13	-7	-12	-21	6	-5	-7	0.4
CCOc1cc(C2NC(=O)NC(c3ccccc3)=C2C(=O)c2ccccc2)c(Br)cc1OCC(=O)O (stereo unspecified)	3	-0.6	-18	-5	-1	0	5	0	9	-16	-1.5
COc1cccc(NC(=O)c2c([N+](=O)[O-])cnn2C)c1	7	-0.1	11	-21	-14	4	1	0	2	6	-0.3
CCOC(=O)N1CCN(C(=O)C2CCCCC2)CC1	-9	-0.1	16	-4	-1	4	-5	3	-3	-1	4.2
CC1CCCN(C(=O)C2CCN(CC3CC=CCC3)CC2)C1 (stereo unspecified)	-1	0.1	19	.	0	27	-4	2	13	2	-0.8
Cc1cccc(Nc2nnc(SCC(=O)c3c(N)n(C4CC4)c(=O)[nH]c3=O)s2)c1C	-30	-0.1	-2	-8	0	1	23	-3	3	-6	-0.5
COc1ccc(-c2csc(NC(=O)c3ccccc3F)n2)cc1	-97	0.0	-223	-2	0	0	-160	-1	-1	-5	-0.8
O=C(C(=Cc1ccccc1)c1ccccc1)c1ccccc1	1	-0.2	-8	-4	-8	5	10	.	.	.	-1.3
C[n+]1cccc(C(=O)NNC(=O)C23CC4CC(CC(C4)C2)C3)c1	-16	-0.4	20	-4	0	2	11	2	-6	-2	-1.1
O=C(CSc1cn(Cc2ccccc2)c2ccccc12)NCc1ccc(F)cc1	-8	0.7	6	14	0	22	13	4	.	.	-0.7
Cc1cc([N+](=O)[O-])nn1CC(=O)N1CCc2ccccc2C1	-8	0.1	28	.	-4	9	15	-2	28	3	-0.5
Cc1ccc2sc(N(CCCN(C)C)C(=O)c3ccc(S(=O)(=O)N4CCOCC4)cc3)nc2c1C	-4	0.3	14	-2	9	-1	-26	-7	7	-7	-0.2
O=C(NC1CCCCC1)c1cc(-c2cccs2)on1	-122	-0.1	-312	-1	1	-6	-372	-1	3	-95	-0.1
CCOc1ccc(N(CC(=O)NCC2CCCO2)S(=O)(=O)c2ccc(SC)cc2)cc1 (stereo unspecified)	8	0.0	2	-7	2	.	7	0	-1	-8	-0.8
Cc1cc(-c2nn(-c3ccccc3F)cc2CN2CCC(O)CC2)c(C)s1	-1	-0.1	6	-3	-1	-1	-9	-6	-12	7	-0.1
O=c1c2ccccc2oc2ccc(NCCCN3CCOCC3)cc12	-58	0.3	-226	-19	-5	3	-255	-2	-5	-128	0.6
